Screening data as filed in PubChem BioAssay.
AGP1 TOR yeast: modulators of AGP1-GFP expression in yeast TOR pathway, primary screen, cell-based, multiplex flow cytometry, S. cerevisiae, MLPCN library; hit rate 0.02% among 320,000; GFP response vs DMSO, % at 10 µM; 3 h; GFP as percent of DMSO wells; AID 2066, 2009;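 active = GFP response relative to DMSO above a set limit, near screen average plus 3 SD, cut at about 150% in these data; inconclusive = fewer than 70 cells counted for the yeast strain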;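 also: median GFP channel fluorescence of the gated AGP1 strain per well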
LAP4 TOR yeast: modulators of LAP4-GFP expression in yeast, primary screen, S. cerevisiae, multiplex flow cytometry, MLPCN library; 3 h; median GFP as percent of DMSO wells; GFP response vs DMSO, % at 10 µM; hit rate 0.34% among 320,000; AID 2023, 2009;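 active = GFP response vs DMSO above a set limit, about the screen mean plus 3 SD, cut at about 150% in these data; inconclusive = under 70 cell events counted for the yeast strain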
RPL19A TOR yeast: RPL19A-GFP expression modulators in yeast, primary screen, cell-based, S. cerevisiae, multiplex flow cytometry, MLPCN | S. cerevisiae RPL19A-GFP strain, 3 h; stronger effect = lower value | percent response vs DMSO, % at 10 µM | hit rate 0.3% among 330,000 | AID 2025, 2009;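 active = percent response vs DMSO below 50%; inconclusive = fewer than 70 events counted for the yeast strain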;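 also: median channel GFP fluorescence of the barcoded RPL19A-GFP strain; ratio of sample median GFP to plate DMSO average so 100% = DMSO; lower means less RPL19A-GFP as with rapamycin TOR inhibition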
VLA-4 inh: inhibition in human VLA-4 binding assay, primary screen, VLA-4 allosteric modulator project, MLPCN library, flow cytometry, VLA-4 expressing cells; Integrin alpha-4 (Homo sapiens), P13612; inhibition, % (about 7 µM as worked out from the volumes in the protocol); ligand binding flow cytometry; hit rate 0.2% among 330,000; AID 2557, 2010; in the data active = inhibition above about 50%
JMJD2C inh: inhibitors of GASC-1 histone demethylase, primary screen, biochemical, fluorescence, DELFIA europium. GST-JMJD2C(1-420) H3K9me3 demethylation. inhibition, % at 2.35 µM. hit rate 0.069% among 330,000;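 active = more than half of a compound's replicate wells show inhibition beyond 50%, single wells judged on their own value; inconclusive = some, but no more than half, of replicates pass 50% inhibition; inactive = no replicate passes 50% inhibition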;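 also: signal counts dimethyl H3K9 product captured on neutravidin plate; 0% = median of DMSO wells and 100% = 0.3 times that DMSO median; strong numbers were not always called active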
Target sequence (Q9H3R0 1-420 limits assumed): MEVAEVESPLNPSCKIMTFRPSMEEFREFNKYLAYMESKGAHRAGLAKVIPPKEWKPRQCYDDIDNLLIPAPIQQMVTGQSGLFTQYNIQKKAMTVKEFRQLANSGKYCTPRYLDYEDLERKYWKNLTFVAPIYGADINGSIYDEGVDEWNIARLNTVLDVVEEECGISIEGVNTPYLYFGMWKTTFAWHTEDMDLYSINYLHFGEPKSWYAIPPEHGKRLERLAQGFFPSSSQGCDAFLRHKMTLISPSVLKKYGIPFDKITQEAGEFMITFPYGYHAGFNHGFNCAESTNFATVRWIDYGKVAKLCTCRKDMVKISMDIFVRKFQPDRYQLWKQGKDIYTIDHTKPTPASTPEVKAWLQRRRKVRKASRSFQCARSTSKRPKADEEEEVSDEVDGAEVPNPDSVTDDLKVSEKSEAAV
CIT2 TOR yeast: modulators of CIT2-GFP expression in yeast, primary screen, S. cerevisiae, GFP fusion, multiplex flow cytometry, MLPCN library. hit rate 0.065% among 320,000. AID 2029, 2009. S. cerevisiae CIT2-GFP strain, 3 h; 100 means same as DMSO wells. GFP response vs DMSO, % at 10 µM;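 active = GFP response relative to DMSO above a set limit, near the screen mean plus 3 SD, cut at about 150% in these data; inconclusive = Fewer than 70 cells measured for a yeast strain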;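 also: ratio of well median GFP fluorescence to mean of DMSO wells on the plate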
MEP2-GFP yeast: modulators of MEP2-GFP levels in yeast, primary screen, S. cerevisiae, multiplex flow cytometry, MLPCN library; S. cerevisiae MEP2-GFP strain, 3 h; 100% = DMSO control level; GFP response vs DMSO, % at 10 µM; hit rate 0.51% among 330,000;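 active = GFP response versus DMSO above a set limit, roughly screen mean plus 3 SD, cut at about 180% in these data; inconclusive = fewer than 70 cells counted for a yeast strain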;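 also: median GFP fluorescence of the barcode-gated MEP2-GFP cells per well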
GRK2 inh: compounds blocking aptamer binding on GRK2 – biochemical, human GRK2, bead flow cytometry, HTS, primary screen. Beta-adrenergic receptor kinase 1 (Homo sapiens), P25098. FAM-aptamer displacement from GRK2. inhibition of aptamer binding, % at 10 µM. hit rate 0.59% among 330,000. AID 488847, 2010;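 active = inhibition of aptamer binding above 40%, roughly 3 SD of noise, on plates passing a quality check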;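 also: median bead fluorescence of bound FAM aptamer so fluorescent compounds give negative values; no value below 0 was filed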
Target sequence (P25098 whole entry, looked up): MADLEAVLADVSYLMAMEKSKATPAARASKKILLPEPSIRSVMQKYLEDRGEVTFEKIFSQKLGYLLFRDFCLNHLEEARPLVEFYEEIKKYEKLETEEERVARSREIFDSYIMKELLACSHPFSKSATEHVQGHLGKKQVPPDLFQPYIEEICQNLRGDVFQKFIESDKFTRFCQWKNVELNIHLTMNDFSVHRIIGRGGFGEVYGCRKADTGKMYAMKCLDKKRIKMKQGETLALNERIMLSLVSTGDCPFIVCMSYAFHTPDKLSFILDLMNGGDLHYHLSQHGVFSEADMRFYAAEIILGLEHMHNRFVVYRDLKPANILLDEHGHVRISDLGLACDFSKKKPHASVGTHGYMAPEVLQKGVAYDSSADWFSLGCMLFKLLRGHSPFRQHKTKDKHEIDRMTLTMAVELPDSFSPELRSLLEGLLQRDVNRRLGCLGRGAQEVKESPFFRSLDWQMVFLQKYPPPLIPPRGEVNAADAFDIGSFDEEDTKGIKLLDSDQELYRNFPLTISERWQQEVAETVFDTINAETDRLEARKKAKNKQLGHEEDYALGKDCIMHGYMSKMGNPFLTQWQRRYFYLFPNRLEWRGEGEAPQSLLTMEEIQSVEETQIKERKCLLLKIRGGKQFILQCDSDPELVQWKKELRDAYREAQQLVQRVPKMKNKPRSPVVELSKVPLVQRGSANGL
Active calls of the source: *; ? = inconclusive; nt = no result given; [ ] = another dose, or the depositor's remark. Only part of the results is shown (hit frequency here may not be typical).

Codes – A = AGP1 TOR yeast; B = LAP4 TOR yeast; C = RPL19A TOR yeast; D = VLA-4 inh; E = JMJD2C inh; F = CIT2 TOR yeast; G = MEP2-GFP yeast; H = GRK2 inh
COC(=O)C1=C(c2ccc(C(C)=O)cc2)C[C@@H]2CC[C@H]1N2C(=O)NCCCOC(C)C
  A = 88	B = 92	C = 91	D = 16	E = 5	F = 99	G = 99	H = 4
c1cncc(C2CCCCN2Cc2ccc3c(c2)OCO3)c1 (configuration not stated)
  A = 112	B = 106	C = 103	D = 10	E = 0	F = 98	G = 105	H = 0
Cn1cnc(CCN)c1
  A = 101	B = 106	C = 99	D = 41	E = -7	F = 98	G = 103	H = 1
O=C(Cc1ccccc1)OC(COCc1ccccc1)CN1CCOCC1 (configuration not stated)
  A = 103	B = 96	C = 100	D = 17	E = 2	F = 105	G = 105	H = 2
c1ccc2c(N3CCNCC3)cccc2c1
  A = 98	B = 113	C = 108	D = 15	E = 4	F = 93	G = 105	H = 1
c1ccc(P(c2ccccn2)c2ccccn2)cc1
  A = 98	B = 103	C = 106	D = 7	E = -9	F = 104	G = 99	H = 4
CCn1c(O)c(C=Nc2ccc(N3CCOCC3)cc2)c(=O)n(CC)c1=S
  A = 95	B = 134	C = 92	D = -60	E = 1	F = 81	G = 97	H = 3
COc1ccccc1N1CCN(Cc2ccc(F)cc2)CC1
  A = 112	B = 97	C = 117	D = -2	E = -4	F = 107	G = 105	H = 0
O=c1[nH]c(=O)n(Cc2ccco2)c(O)c1C=NCCCn1ccnc1
  A = 92	B = 90	C = 91	D = 4	E = 3	F = 90	G = 94	H = 1
COC(=O)C1=C(c2ccccc2OCc2ccccc2)C[C@@H]2CC[C@H]1N2C(=O)NC1CCN(Cc2ccccc2)CC1
  A = 98	B = 96	C = 95	D = 6	E = 2	F = 98	G = 94	H = 0

Results in RPL19A TOR yeast, for 2 of the compounds above:
mol	RPL19A TOR yeast
c1ccc(P(c2ccccn2)c2ccccn2)cc1	106
CCn1c(O)c(C=Nc2ccc(N3CCOCC3)cc2)c(=O)n(CC)c1=S	92

More compounds.
Codes – A = AGP1 TOR yeast; B = LAP4 TOR yeast; C = RPL19A TOR yeast; D = VLA-4 inh; E = JMJD2C inh; F = CIT2 TOR yeast; G = MEP2-GFP yeast; H = GRK2 inh
COC(=O)C1=C(c2cccc(OCc3ccccc3)c2)C[C@@H]2CC[C@H]1N2C(=O)NCc1ccccc1OC
  A = 102	B = 104	C = 99	D = 15	E = 1	F = 96	G = 93	H = 3
C[C@H]1CCC[C@H](O)CCCCCc2cc(O)cc(O)c2C(=O)O1
  A = 92	B = 123	C = 105	D = 20	E = 69	F = 95	G = 107	H = 3
CCCN1CCCC(C(=O)c2cc(C)c(OC)c(C)c2)C1 (configuration not stated)
  A = 104	B = 89	C = 104	D = 4	E = -4	F = 107	G = 98	H = 0
CN1C(=O)C(Cc2cccc3ccccc23)C(=O)N(C)C1=O
  A = 109	B = 115	C = 105	D = 10	E = 4	F = 102	G = 104	H = 0
O=c1[nH]c(=O)n(Cc2ccccc2)c(O)c1/C=N/Nc1c(F)c(F)c(F)c(F)c1F
  A = 102	B = 103	C = 102	D = 2	E = -5	F = 94	G = 95	H = 2
CC(C)C(C)(NC(=O)c1cccn(Cc2ccc3c(c2)OC(F)(F)O3)c1=O)C(N)=O (configuration not stated)
  A = 99	B = 95	C = 101	D = -7	E = -5	F = 98	G = 93	H = 0
Fc1ccc(NC2=NCCS2)cc1Cl
  A = 107	B = 101	C = 105	D = -6	E = 1	F = 106	G = 105	H = 2
OC1(c2ccc(F)cc2)CCNC1 (configuration not stated)
  A = 104	B = 90	C = 99	D = -6	E = 4	F = 102	G = 96	H = 0
CCOc1ccc(-n2c(O)c(N=Nc3c(C)n(C)n(-c4ccccc4)c3=O)c(=O)[nH]c2=O)cc1
  A = 97	B = 102	C = 93	D = 4	E = 3	F = 87	G = 96	H = 0
O=C1CCCN1c1ccc(S(=O)(=O)O)cc1 (tested in a mixture with another compound)
  A = 101	B = 104	C = 95	D = -1	E = -13	F = 92	G = 96	H = 2

Compound profiles, as listed above:
Profile of `O=c1[nH]c(=O)n(Cc2ccccc2)c(O)c1/C=N/Nc1c(F)c(F)c(F)c(F)c1F` = AGP1 TOR yeast = 102; LAP4 TOR yeast = 103; RPL19A TOR yeast = 102; VLA-4 inh = 2; JMJD2C inh = -5; CIT2 TOR yeast = 94; MEP2-GFP yeast = 95; GRK2 inh = 2
Profile of `C[C@H]1CCC[C@H](O)CCCCCc2cc(O)cc(O)c2C(=O)O1` = AGP1 TOR yeast = 92; LAP4 TOR yeast = 123; RPL19A TOR yeast = 105; VLA-4 inh = 20; JMJD2C inh = 69; CIT2 TOR yeast = 95; MEP2-GFP yeast = 107; GRK2 inh = 3

(next part)
Codes – A = AGP1 TOR yeast; B = LAP4 TOR yeast; C = RPL19A TOR yeast; D = VLA-4 inh; E = JMJD2C inh; F = CIT2 TOR yeast; G = MEP2-GFP yeast; H = GRK2 inh
COc1cccc(-n2c(=S)[nH]c3ccccc3c2=O)c1
  A = 105	B = 101	C = 110	D = -5	E = -2	F = 110	G = 112	H = 0
CCCNc1nc(OC)nc(N2CC3CC(C2)c2cccc(=O)n2C3)n1 (configuration not stated)
  A = 78	B = 84	C = 86	D = -18	E = -8	F = 99	G = 98	H = 0
CC(C)CCOP(N)(=O)Oc1ccccc1Cl (configuration not stated)
  A = 84	B = 108	C = 93	D = 13	E = 2	F = 68	G = 91	H = 3
C=CC1CN2CCC1CC2[C@@H](OC(=O)c1ccc(OC)cc1)c1ccnc2ccccc12 (some centres not stated)
  A = 97	B = 105	C = 104	D = 9	E = -14	F = 101	G = 104	H = 1
CC[C@@]1(O)C(=O)OCc2c1cc1n(c2=O)Cc2cc3ccccc3nc2-1
  A = 81	B = 160*	C = 97	D = -9	E = 4	F = 91	G = 86	H = 0
O=C(O)C1=CC2c3ccccc3C1c1ccccc12
  A = 106	B = 80	C = 104	D = 9	E = -9	F = 111	G = 102	H = 4
CC(=O)N(C1=NCCCS1)c1ccccc1F
  A = 100	B = 93	C = 99	D = -5	E = 1	F = nt	G = 97	H = 3
COc1ccc2c(c1)[C@@]13CCC=C[C@H]1[C@@H](C2)NCC3
  A = 80	B = 105	C = 90	D = 24	E = nt	F = 80	G = 97	H = 0
CCC(CO)Nc1ccc([N+](=O)[O-])c2cccnc12 (configuration not stated)
  A = 94	B = 89	C = 97	D = 5	E = -1	F = 94	G = 91	H = 0
O=c1c2ccccc2nc(/C=C/c2ccc(O)cc2)n1-c1cccc(O)c1
  A = 89	B = 85	C = 87	D = -10	E = 21	F = nt	G = 95	H = 4
O=C1NC(=O)C(=Cc2cc(Cl)ccc2OCc2ccc(C(=O)O)cc2)C(=O)N1
  A = 104	B = 100	C = 104	D = 15	E = 16	F = 111	G = 107	H = 23
CCCC/C(=N/O)c1c(C)[nH]c2ccccc12
  A = 105	B = 102	C = 100	D = 8	E = 1	F = 98	G = 102	H = 0
CCOc1cc2c(cc1OCC)-n1cccc1C(c1cccc([N+](=O)[O-])c1)NC2 (configuration not stated)
  A = 69	B = 99	C = 99	D = -13	E = -15	F = 115	G = 117	H = 0
Cn1c(O)c(C=NC2CCN(Cc3ccccc3)CC2)c(=O)[nH]c1=O
  A = 100	B = 103	C = 99	D = 0	E = 0	F = 90	G = 92	H = 0
C[C@]12CCC3C(CC[C@H]4C[C@@H](O)CC[C@]34C)C1CC[C@@H]2N (some centres not stated)
  A = 100	B = 96	C = 101	D = 10	E = 3	F = 118	G = 106	H = 7
CCCC[N+]1(C)[C@@H]2CC(OC(=O)[C@H](CO)c3ccccc3)C[C@H]1[C@@H]1O[C@@H]12 (some centres not stated)
  A = 90	B = 125	C = 100	D = 49	E = 5	F = 89	G = 95	H = 3
CC(C)c1ccc(-n2c(O)c(C=NC(CCS(C)=O)C(=O)O)c(=O)[nH]c2=S)cc1 (configuration not stated)
  A = 97	B = 93	C = 99	D = 9	E = 7	F = 99	G = 106	H = 0
CCc1ccc(NC2=NCCCS2)cc1
  A = 93	B = 96	C = 104	D = 8	E = 17	F = 94	G = 103	H = 3
O=c1[nH]c(=S)n(Cc2ccc(F)cc2)c(O)c1C=NCC1CCCO1 (configuration not stated)
  A = 94	B = 89	C = 99	D = -14	E = 2	F = nt	G = 98	H = 2
O=C(O)c1ccccc1N=Nc1c(O)[nH]c(=O)[nH]c1=O
  A = 102	B = 102	C = 98	D = -6	E = 7	F = 90	G = 94	H = 6
COc1ccc(/C=C2/C(=O)NC(=O)N(c3ccc(C)c(C)c3)C2=O)cc1CN1C(=O)c2ccccc2C1=O
  A = 98	B = 97	C = 102	D = 0	E = -12	F = 101	G = 92	H = 0
N[C@@H](Cn1oc(=O)[nH]c1=O)C(=O)O
  A = 104	B = 124	C = 107	D = -10	E = -2	F = 110	G = 106	H = 1
Cc1oc(-c2ccc(Cl)cc2)nc1CS(=O)CC(=O)N1CCC2(CC1)OCCO2 (configuration not stated)
  A = 95	B = 95	C = 98	D = 0	E = -31	F = 88	G = 100	H = 2
CCOc1cc(C=C2C(=O)NC(=O)NC2=O)ccc1OS(=O)(=O)c1ccccc1
  A = 112	B = 105	C = 104	D = 9	E = 3	F = 104	G = 103	H = 0
C=CCn1c(O)c(C(C)=NCCN2CCOCC2)c(=O)[nH]c1=O
  A = 92	B = 98	C = 98	D = -4	E = -1	F = nt	G = 96	H = 0
CC1[C@H]2Cc3ccc(O)cc3[C@]1(C)CCN2CCc1ccccc1 (some centres not stated)
  A = 101	B = 112	C = 104	D = -5	E = nt	F = 101	G = 102	H = 0
CC12CC[C@H]3[C@@H](CCC4(O)C[C@H](O)CCC34/C=N/NC(=O)c3ccccc3[N+](=O)[O-])C1(O)CCC2C1=CC(=O)OC1 (some centres not stated)
  A = 104	B = nt	C = 96	D = 0	E = 2	F = 100	G = 106	H = 4
CCOC(=O)C(NC(C)=O)C(OC(C)=O)c1cccc(N(CCCl)CCCl)c1 (configuration not stated)
  A = nt	B = 101	C = 92	D = 6	E = 6	F = 108	G = 112	H = 4
CCCNC(=O)N1[C@H]2CC[C@@H]1C(C(=O)OC)=C(c1ccc(F)cc1F)C2
  A = 97	B = 103	C = 92	D = 23	E = -8	F = 101	G = 101	H = 3
CN1CCN(S(=O)(=O)c2cnc(Cl)c(Br)c2)CC1
  A = 105	B = 94	C = 103	D = 8	E = 3	F = 107	G = 103	H = 0
CSc1ccccc1C(=O)C1CCCN(Cc2ccccn2)C1 (configuration not stated)
  A = 105	B = 110	C = 104	D = 13	E = 35	F = 97	G = 96	H = 0
COc1ccc(C(C)=O)cc1Cc1c(O)[nH]c(=S)[nH]c1=O
  A = 54[may fluoresce violet]	B = 110[may fluoresce violet]	C = 104[may fluoresce violet]	D = 13	E = 11	F = ?	G = 110[may fluoresce violet]	H = 0
Cc1cccc(CN2CCCC(C(=O)c3cccc(OC(C)C)c3)C2)n1 (configuration not stated)
  A = 101	B = 97	C = 98	D = -7	E = 6	F = 101	G = 105	H = 0
